Compound activity (PubChem)
MsrA act = activators of bovine methionine sulfoxide reductase A; purified bovine MsrA, absorbance read-out; activation, % at 10.6 µM; actives 0.3% (n = 360,000); AID 602163; in the data active = activation above about 7.5%;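 also: 0% = vehicle and 100% = reference activator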
TbMetRS inhib = blocks T. brucei methionyl-tRNA synthetase activity; purified T. brucei MetRS, ATP depletion, Kinase-Glo luminescence; inhibition, % at 11.9 µM; actives 0.4% (n = 360,000);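 active = inhibition above a per-plate cutoff of the control wells' mean inhibition plus 3 SD, cut at about 5.5% in these data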;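 also: 0% = DMSO wells median and 100% = median of wells with control inhibitor compound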
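Test system – parasite MetRS enzyme · Reagent – substrates ATP, L-methionine and bulk Escherichia coli tRNA · Doses – 11.9 µM compound single dose, 0.9% DMSO · Times – 15 min enzyme-compound preincubation, 2 h reaction, 10 min detection, 25 °C · Signal – Kinase-Glo luminescence, ATP depletion format · Controls – DMSO-only wells as low control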
Neddyl block = blocks human cullin neddylation | TR-FRET cullin neddylation, biochemical | actives 0.58% (n = 360,000) | AID 651699 | calls only at 25 µM | P61081+Q13564; in the data active = inhibition above about 36%
PABP1 MLLE inh = inhibitors of microRNA-mediated deadenylation, human PABP1 MLLE binding | P11940 | GST-MLLE / FITC-PAM2 fluorescence polarization | inhibition, % at 20 µM | actives 0.36% (n = 360,000) | AID 588489; in the data active = inhibition above about 35%, passing the limit was not always enough;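 also: plate controls were DMSO wells with GST-MLLE for no effect and wells lacking GST-MLLE protein for full effect; some results filed as inactive read as strong as hits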
FAS TE block = FAS thioesterase (human) inhibition | AID 602261 | inhibition, % at 15 µM | recombinant FAS-TE, OMFH fluorogenic substrate, fluorescence endpoint | P49327 | actives 0.67% (n = 360,000);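 active = compounds whose normalised, plate-corrected inhibition of enzyme fluorescence in the single-dose primary screen is 50% or more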;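 also: 0% = DMSO with enzyme and 100% = substrate without enzyme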
E coli Lon inh = E. coli protease La inhibition | P0A9M0 | purified E. coli Lon protease, fluorescence polarization | inhibition, % at 7.94 µM | actives 0.42% (n = 360,000) | AID 602123; in the data active = inhibition above about 13%, passing the limit was not always enough;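 also: 0% = enzyme with probe and DMSO and 100% = no enzyme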
Target sequence (P0A9M0 whole entry, looked up): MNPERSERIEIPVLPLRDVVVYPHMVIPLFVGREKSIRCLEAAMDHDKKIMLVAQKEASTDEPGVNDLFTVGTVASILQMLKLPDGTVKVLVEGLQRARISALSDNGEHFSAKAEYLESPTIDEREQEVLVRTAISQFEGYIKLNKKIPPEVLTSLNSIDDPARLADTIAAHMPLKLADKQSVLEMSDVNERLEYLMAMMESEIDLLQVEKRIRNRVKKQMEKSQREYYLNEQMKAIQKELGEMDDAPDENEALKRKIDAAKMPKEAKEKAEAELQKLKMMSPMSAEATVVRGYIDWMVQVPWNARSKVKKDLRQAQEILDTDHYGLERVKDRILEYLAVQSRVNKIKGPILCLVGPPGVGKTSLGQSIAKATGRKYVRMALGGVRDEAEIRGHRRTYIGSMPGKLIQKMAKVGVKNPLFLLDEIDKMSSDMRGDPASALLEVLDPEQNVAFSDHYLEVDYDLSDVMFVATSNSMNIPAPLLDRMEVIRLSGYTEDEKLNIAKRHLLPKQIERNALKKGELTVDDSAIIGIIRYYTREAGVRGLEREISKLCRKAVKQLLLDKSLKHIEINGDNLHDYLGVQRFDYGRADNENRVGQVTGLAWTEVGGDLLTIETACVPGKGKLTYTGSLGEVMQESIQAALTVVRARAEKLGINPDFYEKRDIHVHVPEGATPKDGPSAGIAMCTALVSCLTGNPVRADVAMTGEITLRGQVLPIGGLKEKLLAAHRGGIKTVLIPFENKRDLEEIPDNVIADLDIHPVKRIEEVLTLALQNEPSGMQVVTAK
CSN deneddyl inh = CSN deneddylation inhibition; Purified CSN, SCF-Nedd8-OG deneddylation, fluorescence polarization; inhibition, % at 12.5 µM; actives 0.38% (n = 360,000); AID 651999;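 active = pattern-corrected inhibition above about 35%, with an unprinted fluorescence ratio check between 0.5 and 1.5, limit read from the data, passing the limit was not always enough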;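 also: 0% = enzyme with substrate and 100% = substrate without enzyme; some results filed as inactive read as strong as hits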
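Assay system: purified human Csn5 enzyme expressed in HEK293T cells; measure: % inhibition; also added: SCFSkp2-Nedd8OG substrate at 10 nM final; technique: fluorescence polarization; times: reaction 90 min, room temperature; medium: Tris buffer pH 7.5, NaCl, DTT, Tween-20, trehalose, ovalbumin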
MsrA inh = bovine MsrA inhibition. actives 0.75% (n = 360,000). purified bovine MsrA, absorbance read-out. inhibition, % at 15.5 µM; in the data active = inhibition above about 4.5%;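 also: 0% = vehicle wells with enzyme and 100% = reference inhibitor wells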
Rin1-Abl PPI inh = blocks binding of human Rin1 to Abl | P00519+Q13671 | TR-FRET Rin1/Abl binding, biochemical | inhibition, % at 7.35 µM | actives 0.4% (n = 360,000); in the data active = inhibition above about 5%, passing the limit was not always enough
* = called active by the depositor. An unsorted share of the library. Share with any hit: about 4%.

How did COCc1cccc(-c2csc(C(NC(C)=O)c3cccc(OC)c3)n2)c1 (stereo not drawn) do in these assays?
MsrA act: -4; TbMetRS inhib: -0.2; Neddyl block: inactive; PABP1 MLLE inh: -3; FAS TE block: 5; E coli Lon inh: 2; CSN deneddyl inh: 2; MsrA inh: -1.0; Rin1-Abl PPI inh: 3

How did N#Cc1ccsc1NC(=O)CN1CCOCC1 do in these assays?
MsrA act: -2; TbMetRS inhib: -0.3; Neddyl block: inactive; PABP1 MLLE inh: 8; FAS TE block: -8; E coli Lon inh: 9; CSN deneddyl inh: -1; MsrA inh: 0.5; Rin1-Abl PPI inh: 0

Results for O=C(c1cccc(F)c1)N1CCN(C(=O)c2cc3ncc(Br)cn3n2)CC1 ?
MsrA act: -3; TbMetRS inhib: -0.4; Neddyl block: inactive; PABP1 MLLE inh: 8; FAS TE block: -5; E coli Lon inh: -1; CSN deneddyl inh: 6; MsrA inh: 0.6; Rin1-Abl PPI inh: 2

What do the screens show for `COc1cc(NS(=O)(=O)c2ccc(NC(=S)NC(=O)c3cccs3)cc2)nc(OC)n1`?
MsrA act: -1; TbMetRS inhib: 0.2; Neddyl block: inactive; PABP1 MLLE inh: 33; FAS TE block: 2; E coli Lon inh: -10; CSN deneddyl inh: -1; MsrA inh: 1.8; Rin1-Abl PPI inh: -2

What do the screens show for `CC(C)(C)c1nn(-c2ccccc2)c2[nH]c(=O)c(CNCc3ccco3)cc12`?
MsrA act: -2; TbMetRS inhib: -0.5; Neddyl block: inactive; PABP1 MLLE inh: -19; FAS TE block: 1; E coli Lon inh: -4; CSN deneddyl inh: -1; MsrA inh: 2.3; Rin1-Abl PPI inh: -1

What do the screens show for `CCCN(CCC)CCN1C(=O)C2C(C(=O)Nc3ccc(C)cc3)C3C=CC2(O3)C1C(=O)NC1CCCCC1` (stereo not drawn)?
MsrA act: -2; TbMetRS inhib: -0.4; Neddyl block: inactive; PABP1 MLLE inh: 28; FAS TE block: 0; E coli Lon inh: -4; CSN deneddyl inh: 1; MsrA inh: -0.3; Rin1-Abl PPI inh: 4

Results for Cc1nnc(SCC(=O)NCc2ccc3c(c2)OCO3)[nH]c1=O ?
MsrA act: -3; TbMetRS inhib: 1.2; Neddyl block: inactive; PABP1 MLLE inh: 33; FAS TE block: -6; E coli Lon inh: -3; CSN deneddyl inh: 7; MsrA inh: -0.7; Rin1-Abl PPI inh: 4

What do the screens show for `CC(C)(C)c1cnnn1-c1ccc(/C=N/Nc2ccc([N+](=O)[O-])cc2)cc1`?
MsrA act: -6; TbMetRS inhib: -0.6; Neddyl block: inactive; PABP1 MLLE inh: -59; FAS TE block: 26; E coli Lon inh: -1; CSN deneddyl inh: 1; MsrA inh: -0.2; Rin1-Abl PPI inh: 4

Results for CCOC(=O)/C(=N\Nc1ccc(OC)cc1)c1csc(Nc2ccccc2)n1 ?
MsrA act: -4; TbMetRS inhib: -0.1; Neddyl block: inactive; PABP1 MLLE inh: 12; FAS TE block: 33; E coli Lon inh: -6; CSN deneddyl inh: 1; MsrA inh: 1.0; Rin1-Abl PPI inh: 0

How did CCOc1ccc(-n2c(SCC(=O)Nc3ccc(OC)cc3)nc3sc4c(c3c2=O)CCN(C)C4)cc1 do in these assays?
MsrA act: -3; TbMetRS inhib: -0.2; Neddyl block: inactive; PABP1 MLLE inh: 13; FAS TE block: 10; E coli Lon inh: -11; CSN deneddyl inh: 102*; MsrA inh: 3.1; Rin1-Abl PPI inh: 11

What do the screens show for `CCOc1cc(C2/C(=C(\O)c3cc(C)ccc3C)C(=O)C(=O)N2CCN(C)C)ccc1O` (stereo not drawn)?
MsrA act: -2; TbMetRS inhib: -0.6; Neddyl block: inactive; PABP1 MLLE inh: 7; FAS TE block: -1; E coli Lon inh: 3; CSN deneddyl inh: 5; MsrA inh: 3.0; Rin1-Abl PPI inh: 1

What do the screens show for `CCn1ncc(CN2CCC(n3nccc3NC(=O)c3ccccc3Cl)CC2)c1C`?
MsrA act: -2; TbMetRS inhib: 0.3; Neddyl block: inactive; PABP1 MLLE inh: 2; FAS TE block: -8; E coli Lon inh: -2; CSN deneddyl inh: 1; MsrA inh: 0.8; Rin1-Abl PPI inh: -4

Results for N#CC(C#N)=Cc1ccc(OCC(=O)N2CCOCC2)cc1 ?
MsrA act: -4; TbMetRS inhib: -1.1; Neddyl block: inactive; PABP1 MLLE inh: 6; FAS TE block: -3; E coli Lon inh: -6; CSN deneddyl inh: 0; MsrA inh: -0.7; Rin1-Abl PPI inh: 2

How did COCCN=C1N[C@@H](c2ccccc2)C(C(=O)OC)=C(C)N1Cc1ccccc1 do in these assays?
MsrA act: -1; TbMetRS inhib: 0.4; Neddyl block: inactive; PABP1 MLLE inh: -89; FAS TE block: -13; E coli Lon inh: -6; CSN deneddyl inh: 2; MsrA inh: -0.5; Rin1-Abl PPI inh: 3

What do the screens show for `CN(CC1CCOCC1)C(=O)c1ccc2nc(Cc3cccc(Cl)c3)oc2c1`?
MsrA act: -8; TbMetRS inhib: -0.6; Neddyl block: inactive; PABP1 MLLE inh: 10; FAS TE block: 6; E coli Lon inh: 10; CSN deneddyl inh: 1; MsrA inh: 0.7; Rin1-Abl PPI inh: -1

Results for O=C(Nc1nccs1)c1cccc(S(=O)(=O)N2CCCC2)c1 ?
MsrA act: -4; TbMetRS inhib: -0.2; Neddyl block: inactive; PABP1 MLLE inh: 4; FAS TE block: 1; E coli Lon inh: 6; CSN deneddyl inh: -4; MsrA inh: 2.4; Rin1-Abl PPI inh: 3

How did O=C1/C(=C/c2ccccc2F)SC(=S)N1CC(=O)N1CCCCC1c1cccnc1 (stereo not drawn) do in these assays?
MsrA act: -3; TbMetRS inhib: -0.3; Neddyl block: inactive; PABP1 MLLE inh: 22; FAS TE block: 10; E coli Lon inh: 2; CSN deneddyl inh: 5; MsrA inh: 2.0; Rin1-Abl PPI inh: -3

How did NC(=O)CCn1nc(-c2ccccc2)c2ccccc2c1=O do in these assays?
MsrA act: -5; TbMetRS inhib: -0.5; Neddyl block: inactive; PABP1 MLLE inh: 9; FAS TE block: -10; E coli Lon inh: -2; CSN deneddyl inh: 0; MsrA inh: -1.1; Rin1-Abl PPI inh: -3

What do the screens show for `O=C(Oc1ccc2c(c1)C(=O)c1ccccc1CO2)c1ccccc1`?
MsrA act: -4; TbMetRS inhib: -0.4; Neddyl block: inactive; PABP1 MLLE inh: 6; FAS TE block: 12; E coli Lon inh: -4; CSN deneddyl inh: 1; MsrA inh: -0.8; Rin1-Abl PPI inh: -4

How did CCOC(=O)c1cc(-c2cccs2)nn1CCC#N do in these assays?
MsrA act: -11; TbMetRS inhib: -0.6; Neddyl block: inactive; PABP1 MLLE inh: -5; FAS TE block: -10; E coli Lon inh: -2; CSN deneddyl inh: -5; MsrA inh: -0.1; Rin1-Abl PPI inh: -1

How did Cn1c(=O)[nH]c(=O)c2c1nc(Br)n2Cc1ccccc1Cl do in these assays?
MsrA act: -4; TbMetRS inhib: -0.3; Neddyl block: inactive; PABP1 MLLE inh: 11; FAS TE block: 0; E coli Lon inh: 11; CSN deneddyl inh: 6; MsrA inh: 1.9; Rin1-Abl PPI inh: -1

How did CC(=O)c1cccc(-c2cnc3c(NC=O)cc(-c4ccccc4)cn23)c1 do in these assays?
MsrA act: -3; TbMetRS inhib: 0.0; Neddyl block: inactive; PABP1 MLLE inh: -24; FAS TE block: 20; E coli Lon inh: -38; CSN deneddyl inh: 3; MsrA inh: 2.2; Rin1-Abl PPI inh: -2

What do the screens show for `O=C(NCc1cccnc1)C1c2ccccc2C(=O)N1Cc1ccccc1` (stereo not drawn)?
MsrA act: 2; TbMetRS inhib: -0.2; Neddyl block: inactive; PABP1 MLLE inh: 2; FAS TE block: -6; E coli Lon inh: 1; CSN deneddyl inh: 6; MsrA inh: 0.2; Rin1-Abl PPI inh: -1

Results for Cc1ccsc1/C=N/N1CCN(c2ccccc2)CC1 ?
MsrA act: -8; TbMetRS inhib: -1.2; Neddyl block: inactive; PABP1 MLLE inh: 7; FAS TE block: 8; E coli Lon inh: 1; CSN deneddyl inh: 2; MsrA inh: 0.5; Rin1-Abl PPI inh: 3

Results for O=C(COC(=O)COc1ccccc1[N+](=O)[O-])Nc1cccc(Br)c1 ?
MsrA act: 2; TbMetRS inhib: 0.3; Neddyl block: inactive; PABP1 MLLE inh: -3; FAS TE block: -10; E coli Lon inh: 6; CSN deneddyl inh: -2; MsrA inh: 0.0; Rin1-Abl PPI inh: 1

Results for C=CCn1c(C)cc(C(=O)COc2ccc(C)nc2[N+](=O)[O-])c1C ?
MsrA act: -1; TbMetRS inhib: -0.7; Neddyl block: inactive; PABP1 MLLE inh: -3; FAS TE block: 0; E coli Lon inh: -8; CSN deneddyl inh: 7; MsrA inh: 1.6; Rin1-Abl PPI inh: -1

Results for CCOc1ccccc1NC(=O)COC(=O)c1cccc(-c2ccc(OC(C)=O)cc2)c1 ?
MsrA act: -2; TbMetRS inhib: -0.5; Neddyl block: inactive; PABP1 MLLE inh: 7; FAS TE block: 24; E coli Lon inh: 0; CSN deneddyl inh: -7; MsrA inh: 1.1; Rin1-Abl PPI inh: 0

How did CCn1c2ccccc2c2cc(NC(=O)C(C)Oc3ccc(OC)cc3)ccc21 (stereo not drawn) do in these assays?
MsrA act: -1; TbMetRS inhib: -0.7; Neddyl block: inactive; PABP1 MLLE inh: -4; FAS TE block: 28; E coli Lon inh: 8; CSN deneddyl inh: 2; MsrA inh: 1.5; Rin1-Abl PPI inh: -4
